Assay outcomes: PubChem, National Center for Advancing Translational Sciences (NCATS)
TexasRed fluor = counter-screen for TRb-SRC2 inhibitors: fluorescence interference; TRb/SRC2 Texas Red total fluorescence interference; 0.29% of 280,000 active; Potency, µM (series often up to 106 µM), for the others: top-dose fluorescence change, negative = quenching; active = well fitted curve in either direction with a large enough effect; inconclusive = small, poorly fitted or top-dose-only effect
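Flags fluorescent or light-absorbing compounds by total fluorescence, S + 2P, at 555 nm excitation and 632 nm emission. Mixture: 20 nM Texas Red SRC2 peptide, 0.6 uM human TRb LBD, 1 uM T3, 5% DMSO; compound exposure 5 h at ambient temperature.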
TRb-SRC2 inh = inhibitors of human thyroid hormone receptor beta-SRC2 interaction; 0.065% of 280,000 active; Potency, µM (top dose mostly 106 µM), for inactives: at the top dose activity change, negative = inhibition, hits mostly inhibitors; AID 1469; P10828; TRbeta-SRC2 peptide binding, fluorescence polarization; receptor liganded with 1 µM T3;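 note: plate controls were bound peptide for no effect and peptide without receptor for full effect; nearly all actives have a fitted effect of over 50% in size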
Target sequence (P10828 whole entry, looked up): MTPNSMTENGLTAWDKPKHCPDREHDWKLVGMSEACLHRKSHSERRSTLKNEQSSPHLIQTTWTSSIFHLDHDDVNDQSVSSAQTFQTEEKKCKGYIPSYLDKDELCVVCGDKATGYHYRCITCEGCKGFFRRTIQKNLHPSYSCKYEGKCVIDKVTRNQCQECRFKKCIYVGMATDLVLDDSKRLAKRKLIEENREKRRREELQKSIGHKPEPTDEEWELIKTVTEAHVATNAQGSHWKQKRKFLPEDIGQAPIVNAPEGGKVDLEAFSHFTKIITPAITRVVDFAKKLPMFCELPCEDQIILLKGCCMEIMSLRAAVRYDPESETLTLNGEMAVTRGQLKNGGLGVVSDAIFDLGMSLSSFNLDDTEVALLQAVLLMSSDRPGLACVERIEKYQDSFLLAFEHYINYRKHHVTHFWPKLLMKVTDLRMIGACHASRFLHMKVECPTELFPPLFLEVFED
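Human TRb LBD (0.6 uM) plus Texas Red-labeled SRC2 peptide (20 nM), 1uM T3, 5% DMSO, 5 hr at ambient temperature. Decreased polarization (555/632 nm) flags inhibition; data normalized to free and bound peptide controls.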
L3MBTL1 inh = inhibitors of human L3MBTL1; Q9Y468; AlphaScreen L3MBTL1–H3K9me1 peptide binding; Potency, µM (doses to about 57.1 µM), for the others: at the top dose activity, negative = inhibition, usual class: inhibitors; 0.66% of 230,000 active; AID 485360; note: nearly all actives have a fitted effect of over 60% in size
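AlphaScreen proximity signal between nickel-chelate acceptor and streptavidin donor beads (final 10 ug/mL) reports binding of 50 nM L3MBTL1 to 75 nM biotin-H3 K9me1 peptide; complex incubated with compounds 30 min at room temperature; cefsulodin titration as control.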
Tau fluor cs = counter-screen for tau fibril formation inhibitors; tau K18 P301L Alexa594 fluorescence, heparin fibrillization; AID 1463; 0.93% of 280,000 active; Potency, µM (highest dose often 57.7 µM), without a hit: at the highest dose activity change, negative = decrease; note: nearly all actives have a fitted effect of over 55% in size
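Human tau K18 P301L (15 uM unlabeled, 0.24 uM Alexa 594-labeled) in 100 mM sodium acetate pH 7 with 20 uM heparin, 6 hr at 37 C. ThT 30 uM added, 1 hr ambient; Alexa 594 FP and total fluorescence read at 555/632 nm.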
Tau fibril ThT = inhibitors of human tau fibril formation, thioflavin T binding. 2.1% of 270,000 active. P10636. Potency, µM (titrated, usually from 57.4 µM), inactives show at the highest dose activity, negative = inhibition, most hits filed as inhibitors. AID 1460. recombinant tau K18 P301L, heparin-induced fibrillization, ThT fluorescence; note: nearly all actives have a fitted effect of over 55% in size
Target sequence (P10636 561-689 P618L limits assumed): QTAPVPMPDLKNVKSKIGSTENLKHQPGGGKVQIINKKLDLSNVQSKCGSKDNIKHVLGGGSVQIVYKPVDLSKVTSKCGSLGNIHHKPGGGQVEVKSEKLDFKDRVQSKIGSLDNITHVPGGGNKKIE
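K18 P301L tau (15 uM + 0.24 uM Alexa 594-tagged), heparin 20 uM, NaOAc pH 7, 6 h 37 C; ThT 30 uM, 1 h RT, ex 450/em 510 nm.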
aGal spleen mod = alpha-galactosidase A (human) modulation. human spleen homogenate, 4MU-alpha-Gal fluorescence, 40 min. Potency, µM (series often up to 80 µM), for inactives: top-dose activity change, negative = inhibition, actives largely listed as inhibitors. 0.008% of 240,000 active. AID 2107;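 note: 0% = enzyme with vehicle and -100% = no enzyme basal signal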
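Human spleen homogenate (1 ug) was the enzyme source, with 4-methylumbelliferyl-alpha-D-galactopyranoside (1 mM final) in pH 5.0 citrate buffer with 0.01% Tween-20. Compounds were titrated; after 40 min at 37C, NaOH/glycine stop, 4-MU fluorescence read; AC50 from Hill fits.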
Tau FP inhib = tau fibrillization inhibition (FP). K18 P301L tau heparin fibrillization, Alexa594 FP, 6 h. P10636. Potency, µM (top dose mostly 57.7 µM), inactives show at the top dose activity, negative = inhibition, hits mostly inhibitors. 0.39% of 280,000 active. AID 1468; note: nearly all actives have a fitted effect of over 55% in size
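Heparin (20 uM) drove fibril formation of recombinant tau K18 P301L, 15 uM unlabeled with 0.24 uM Alexa 594 label, for 6 hr at 37 C in 100 mM sodium acetate pH 7. Fluorescence polarization (555/632 nm) read 1 hr after 30 uM ThT.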
ALDH1A1 inh = inhibitors of human aldehyde dehydrogenase 1A1 | P00352 | Purified ALDH1A1, NADH fluorescence, propionaldehyde substrate | Potency, µM (series often up to 75.3 µM), for inactives: at the highest dose activity, negative = inhibition, actives largely listed as inhibitors | 7.3% of 220,000 active | AID 1030; active = well fitted inhibition curve with a large enough effect, not every such curve was filed as active; inconclusive = small, poorly fitted or top-dose-only effect, or another doubt; inactive = no such curve, though single readings can be large or run the other way;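 note: plate controls were no enzyme wells and a reference inhibitor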
Starred values were filed as active, the others as inactive; ? = inconclusive; . = no result given; [ ] = dose if it differs, or a comment. Unless noted, calls come from the whole dose curve; as a rule, active = well fitted curve in the direction sought with a large enough effect; inconclusive = small, poorly fitted or top-dose-only effect, or another doubt; inactive = no such curve, though single readings can be large; an effect the other way counts as inactive or inconclusive. Unless noted, % is set by controls: 0 for no effect and ±100 for the full control effect; potency is the fitted concentration of half-maximal effect. The order is random, and some 8.5% of all compounds hit somewhere here.

Letter code: A = TexasRed fluor; B = TRb-SRC2 inh; C = L3MBTL1 inh; D = Tau fluor cs; E = Tau fibril ThT; F = aGal spleen mod; G = Tau FP inhib; H = ALDH1A1 inh
compound: COc1cc(OC)c(C2=NOC(C(=O)NCc3ccc4c(c3)OCO4)C2)cc1Cl (stereo unspecified)
  A: -1%; B: 1%; C: 0%; D: -8%; E: -4%; F: -4%; G: 1%; H: 14%

compound: C=CCOc1ccc(CNc2nn[nH]n2)cc1OC
  A: -2%; B: 5%; C: .; D: -2%; E: 3%; F: -1%; G: -3%; H: ?

compound: CC(C)NC(=O)c1onc(CSc2cccc3ccccc23)c1C(=O)O
  A: -1%; B: 10%; C: 7%; D: -6%; E: -4%; F: -5%; G: -2%; H: ?

compound: COc1ccc(C(=O)C[n+]2ccc3c(c2)nc(-c2cc(OC)c(OC)cc2OC)n3C)cc1
  A: -5%; B: 3%; C: -2%; D: 3%; E: 6%; F: -2%; G: -5%; H: 1%

compound: CCOc1ccccc1NC(=O)C1CCCN(C(=O)Nc2ccccc2)C1 (stereo unspecified)
  A: 1%; B: -2%; C: 4%; D: -3%; E: -8%; F: 2%; G: -2%; H: 13%

compound: Cc1ccc(NC(=O)N2CCC(N3CCN(Cc4ccccc4)C(=O)C3=O)CC2)cc1Cl
  A: -3%; B: 3%; C: .; D: -10%; E: 9%; F: .; G: -14%; H: .

compound: O=C(Nc1cccc(S(=O)(=O)Nc2ccc(Cl)cc2)c1)c1ccc[n+]([O-])c1
  A: -1%; B: -1%; C: .; D: -18%; E: -3%; F: 5%; G: -12%; H: .

compound: O=C(CSc1nnc(-c2cccnc2)n1CCN1CCCCC1)Nc1cccc(Cl)c1
  A: 2%; B: -2%; C: 28%; D: -7%; E: -5%; F: -1%; G: -1%; H: 1%

compound: O=C(C1CCCCC1)N(Cc1ccccc1)c1ccccn1
  A: -4%; B: -1%; C: 2%; D: -2%; E: -9%; F: 5%; G: 0%; H: 4%

compound: O=C(Nc1ccccc1Cl)c1sc2cccc(Cl)c2c1Cl
  A: 4%; B: 0%; C: .; D: -1%; E: -10%; F: .; G: -4%; H: .

compound: CSc1nc2ncc(C#N)cn2n1
  A: 1%; B: -1%; C: -1%; D: 1%; E: 0%; F: -6%; G: -4%; H: -7%

compound: O=C1CC(c2ccc(F)cc2)Cc2nc(N3CCc4ccccc43)ncc21 (stereo unspecified)
  A: -7%; B: -6%; C: 35%[activator]; D: -13%; E: -13%; F: -14%; G: -2%; H: ?

compound: C#CCOCCOCCOCCNc1nc(N2CCN(C(=O)[C@H](CCC(=O)O)n3cc(C(N)CC(C)C)nn3)CC2)nc(N2CCN(C(=O)[C@H](CCC(=O)O)n3cc(C(N)CC(C)C)nn3)CC2)n1 (stereo partly specified)
  A: 1%; B: -5%; C: -10%; D: 6%; E: 2%; F: 1%; G: 10%; H: 1%

compound: Cc1ccccc1Nc1nnc(SCC(=O)N(C)C2CCS(=O)(=O)C2)s1 (stereo unspecified)
  A: -2%; B: 6%; C: 1%; D: 0%; E: 1%; F: 5%; G: 1%; H: 4%

compound: CC(=O)N1CCCc2cc(S(=O)(=O)N3CCC(C(=O)NCCC(C)C)CC3)ccc21
  A: -2%; B: 2%; C: .; D: 5%; E: 0%; F: .; G: 4%; H: .

compound: O=C(N[C@H](C(=O)O)c1ccccc1)C1CCC(Cn2cnc3ccccc3c2=O)CC1 (stereo partly specified)
  A: -1%; B: -6%; C: 5%; D: -7%; E: -1%; F: -1%; G: -3%; H: .

compound: Cn1c(O)c(N=NC(=O)C2COc3ccccc3O2)c2ccccc21 (stereo unspecified)
  A: -2%; B: 2%; C: -28%; D: -4%; E: ?; F: 3%; G: 6%; H: .

compound: Cc1nn(-c2ccccc2)c2c1N(CC(=O)N1CCN(c3ccc(Cl)cc3)CC1)C(=O)CS2
  A: -13%; B: -1%; C: .; D: 2%; E: -10%; F: .; G: -3%; H: .

compound: COc1ccc(-c2ccc(=O)n(Cc3cccc([N+](=O)[O-])c3)n2)cc1
  A: -3%; B: -3%; C: .; D: ?; E: ?; F: 7%; G: 11%; H: 0%

compound: O=C(Nc1ccc2c(c1)OCO2)C1CCN(C(=O)c2ccc(Br)cc2)CC1
  A: -4%; B: -7%; C: -6%; D: -18%; E: -6%; F: -7%; G: 12%; H: ?

compound: CC(C)(C)c1ccc(C(=O)NCC(=O)OCC(=O)Nc2ccc3c(c2)OCCO3)cc1
  A: -2%; B: 10%; C: -5%; D: -28%; E: -20%; F: -10%; G: 8%; H: ?

compound: Cc1onc(-c2c(F)cccc2Cl)c1C(=O)N1C=CC(C(F)(F)F)=NCC1
  A: 2%; B: 2%; C: 1%; D: 0%; E: -2%; F: 6%; G: -6%; H: 5%

compound: CC1(C)CC(=O)C2(CC3=C(CC(C)(C)CC3=O)O2)C(=O)C1
  A: 2%; B: -17%; C: 34%[activator]; D: -3%; E: -3%; F: 0%; G: -2%; H: -6%

compound: Cc1cc(/C=N/NC(=O)c2ccsc2)c(C)n1-c1cnccn1
  A: -7%; B: 1%; C: -4%; D: -7%; E: -16%; F: 0%; G: 3%; H: 3%

compound: COc1ccc2nc(NC(=O)C(NS(=O)(=O)c3cccc4nsnc34)C(C)C)sc2c1 (stereo unspecified)
  A: -5%; B: -8%; C: .; D: -28%; E: -13%; F: 6%; G: -6%; H: -2%

compound: CC(C)(C)S(=O)(=O)/C(C#N)=N/Nc1ccc(S(C)(=O)=O)cc1
  A: 0%; B: -1%; C: .; D: 2%; E: 2%; F: -2%; G: 0%; H: 12%

compound: Cc1ccc(C2CC(C(F)F)n3ncc(C(=O)Nc4cnn(Cc5ccccc5C)c4)c3N2)cc1 (stereo unspecified)
  A: -5%; B: 1%; C: -5%; D: -17%; E: -4%; F: 9%; G: -7%; H: ?

compound: CCCN1C(C(=O)c2ccccc2)=C(OC(=O)c2ccc(OC)cc2)c2ccccc2S1(=O)=O
  A: 3%; B: -6%; C: .; D: -7%; E: -9%; F: .; G: -7%; H: .

compound: CCN(CC)C(=O)N1CCN(Cc2ccc3c(c2)OCO3)CC1
  A: 1%; B: 2%; C: 3%; D: 4%; E: 3%; F: 5%; G: 0%; H: 3%

compound: O=C(O)c1ccc(/C=N/NC(=O)c2cc(-c3cccs3)nc3ccccc23)cc1
  A: -4%[53 µM]; B: 2%[53 µM]; C: 11%; D: 6%; E: 9%; F: 7%; G: -7%; H: ?
